DYRK1A inh: blocks rat Dyrk1A kinase activity; Q63470; ADP-Glo luminescence, NFATc1 peptide; inhibition, % at 12.5 µM; 0.43% of 310,000 active; in the data active = inhibition above about 50%;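 note: plate controls were vehicle with enzyme for no effect and no enzyme for full effect; many of its hits are not listed in these tables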
GSK3beta inhib: human GSK3beta kinase inhibition. P49841. GST-GSK3beta kinase, ADP-Glo luminescence, 60 min; hits give low values. activity score (negative = inhibition), % at 10 µM. 0.038% of 300,000 active. AID 2097;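 active = more than half of replicate wells score below -50%, meaning over 50% inhibition versus plate controls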;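 note: 0% = median DMSO wells and -100% = median GW8510 positive control wells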
Target sequence (P49841 whole entry, looked up): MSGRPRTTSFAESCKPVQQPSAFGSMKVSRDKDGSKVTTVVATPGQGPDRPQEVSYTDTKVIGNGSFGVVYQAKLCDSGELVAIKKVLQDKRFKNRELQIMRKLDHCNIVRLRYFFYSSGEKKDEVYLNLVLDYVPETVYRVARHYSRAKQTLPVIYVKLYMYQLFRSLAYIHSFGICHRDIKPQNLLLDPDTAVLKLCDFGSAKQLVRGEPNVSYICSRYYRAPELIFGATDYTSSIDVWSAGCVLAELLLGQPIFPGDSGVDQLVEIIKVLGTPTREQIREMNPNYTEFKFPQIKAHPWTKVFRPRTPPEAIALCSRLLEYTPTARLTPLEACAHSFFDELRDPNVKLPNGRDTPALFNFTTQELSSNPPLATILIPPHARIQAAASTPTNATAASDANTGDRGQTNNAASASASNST
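Assay system: GST-tagged human GSK3beta kinase, cell-free; Input: 1.6 ng GSK3beta; Medium: Tris/MgCl2 kinase buffer; Timing: 60 min enzyme reaction, room temperature; Signal: ADP-Glo luminescence quantifying ADP generated by kinase; Evaluation: score relative to plate controls; Benchmarks: DMSO neutral wells and GW8510 at 20 µM as positive.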
PolyA inh: inhibitors of polyadenylation in S. cerevisiae. 0.02% of 300,000 active. calls only at 12 µM. S. cerevisiae SKY197-pL101 polyadenylation reporter, beta-gal luminescence; efflux-impaired pdr1/pdr3 knockout yeast; score 100 = 6 SD above DMSO;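 active = lowest replicate activity score at least 50, where 100 means six control SD above control mean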;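 note: yeast exposed to compound for 9 h at 30 °C; higher score means more reporter readthrough which indicates perturbed polyadenylation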
KCNK3 block: human KCNK3 channel inhibition, primary screen; O14649; 0.84% of 340,000 active; B-score at 10 µM; CHO-KCNK3 thallium flux, FluxOR fluorescence; hits give low values; AID 602410;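 active = B-score under library mean minus 4 SD, starting fluorescence ratio at most library mean plus 5 SD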;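 note: more negative B-score means stronger inhibition of thallium flux through KCNK3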
HDAC3 inh: inhibitors of human histone deacetylase 3 | O15379 | recombinant HDAC3, fluorogenic peptide/trypsin coupled, fluorescence | inhibition, % at 8.3 µM | 0.15% of 320,000 active | AID 2718; in the data active = inhibition above about 26%, passing the limit was not always enough
Target sequence (O15379 whole entry, looked up): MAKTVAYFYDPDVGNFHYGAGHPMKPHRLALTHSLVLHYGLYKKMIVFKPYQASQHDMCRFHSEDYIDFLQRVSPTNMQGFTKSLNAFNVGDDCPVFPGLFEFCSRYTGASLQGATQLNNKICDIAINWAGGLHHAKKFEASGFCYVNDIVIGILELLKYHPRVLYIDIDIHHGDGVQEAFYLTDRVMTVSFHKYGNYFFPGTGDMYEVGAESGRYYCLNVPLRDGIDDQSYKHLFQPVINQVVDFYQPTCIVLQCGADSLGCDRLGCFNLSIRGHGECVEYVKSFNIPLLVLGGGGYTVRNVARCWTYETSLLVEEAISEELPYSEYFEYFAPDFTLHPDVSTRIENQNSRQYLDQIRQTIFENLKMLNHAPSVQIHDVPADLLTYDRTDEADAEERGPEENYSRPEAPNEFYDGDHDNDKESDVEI
GSK3 alpha inh: blocks human GSK-3 alpha kinase | inhibition, % at 10 µM | ADP-Glo luminescence, 60 min | AID 2650 | 0.1% of 320,000 active;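 in the data active = inhibition above about 50%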;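 note: GST-tagged GSK-3 alpha with peptide substrate and 25 µM ATP; 0% = DMSO neutral wells and 100% = GW8510 positive control wells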
An asterisk follows results filed as active; i = inactive; · = no result given.

Below each compound – DYRK1A inh, GSK3beta inhib, PolyA inh, KCNK3 block, HDAC3 inh, GSK3 alpha inh
- Cc1noc(C)c1COc1ccccc1C(=O)N(C)Cc1ccc(F)cc1
  -2, ·, ·, i, ·, ·
- O=C(COC(=O)C1CCCCC1)NCCc1ccccc1
  2, ·, ·, i, ·, ·
- COc1cc(OC)c2c(-c3cccc(-c4ccc(O)cc4)c3)cc(=O)oc2c1
  -1, ·, ·, i, ·, ·
- C#CCN1C=CC(=O)[C@@H](OC(=O)Nc2ccc(OC)cc2)[C@H]1c1ccccc1Br
  -1, ·, ·, i, ·, ·
- COC(=O)[C@H](Cc1c[nH]c2ccccc12)NCc1cccc(B(O)O)c1
  -6, ·, ·, i, ·, ·
- CCOC(=O)c1oc2cc(O)cc(C)c2c1C
  6, ·, ·, i, ·, ·
- O=C1CC[C@@H]2CC3(C[C@@H]4CCN1[C@H]24)Nc1cc(Cl)ccc1NC3=NC1CCCCC1 (some centres not stated)
  -35, ·, ·, i, ·, ·
- O=C(C1CC=CCC1)N1CCN(S(=O)(=O)c2ccc(F)cc2)CC1 (configuration not stated)
  -1, ·, ·, i, ·, ·
- CC(OC(=O)CCNS(=O)(=O)c1ccccc1)C(=O)Nc1ccc(S(=O)(=O)N2CCCCC2)cc1 (configuration not stated)
  6, ·, ·, i, ·, ·
- Cc1ccsc1CN(C)CC(=O)Nc1cccc(S(=O)(=O)N(C)c2ccccc2)c1
  1, ·, ·, i, ·, ·
- COc1cc(/C=C/c2ccc(/C=C/c3cc(OC)c(OC)c(OC)c3)cc2)cc(OC)c1OC
  -2, ·, ·, i, ·, ·
- C#CCOCCOCCOCCNc1nc(N2CCOCC2)nc(N2CCN(C(=O)[C@H](CCCCN)n3cc(CCC(=O)O)nn3)CC2)n1
  15, ·, ·, i, ·, ·
- Oc1cccc(C=NN=C2c3ccccc3-c3ccccc32)c1
  -2, ·, ·, -9*, ·, ·
- O=C(CSc1nc2scc(-c3cccs3)c2c(=O)n1CCc1ccccc1)N1CCCC1
  7, ·, ·, i, ·, ·
- CC(=O)c1ccc(N2CCN(C(=O)c3ccc(Cl)c(S(=O)(=O)NC4CC4)c3)CC2)c(F)c1
  -3, ·, ·, i, ·, ·
- CC[C@]12c3[nH]c4ccc(OC)cc4c3CCN1C(=O)C(CC(=O)NCc1ccc(OC)c(OC)c1)C[C@@H]2C(=O)N1CCN(C(=O)C2CC2)CC1 (some centres not stated)
  -5, ·, ·, i, ·, ·
- O=C(c1ccccc1)N1N=C(c2ccc(F)cc2)CC1c1ccc(F)cc1 (configuration not stated)
  -3, ·, ·, i, ·, ·
- Cn1nc(C(=O)OCC(=O)N(Cc2ccccc2)C(C)(C)C)c2ccccc2c1=O
  -4, ·, ·, i, ·, ·
- CCOCCCNC(=S)NCCCNc1nc2c(C)cc(C)cc2cc1C#N
  -1, ·, ·, i, ·, ·
- Cc1ccc(S(=O)(=O)N2CCC(=O)CC2c2ccccc2)cc1 (configuration not stated)
  1, ·, ·, i, ·, ·
- COc1ccc(C(=O)COC(=O)c2n[nH]c3ccccc23)c(OC)c1
  7, ·, ·, i, ·, ·
- COc1ccc(NC(=O)c2cc(S(=O)(=O)N3CCOCC3)ccc2C)cc1S(=O)(=O)N1CCCCC1
  -3, ·, ·, i, ·, ·
- [O-]/C(=C(\C(=S)Nc1cccc2ccccc12)[n+]1ccccc1)c1ccc(OC(F)F)cc1
  1, ·, ·, i, ·, ·
- O=C(Cc1cccc(NC(=O)C2CCCN(C(=O)CCc3ccccc3)C2)c1)Nc1cccc(C(=O)N2CCCCC2)c1 (configuration not stated)
  10, ·, ·, i, ·, ·
- N[C@@H](Cc1ccc(O)c(O)c1)C(=O)O
  -3, ·, ·, i, ·, ·
- Cc1nc(C)c(C(=O)OCC(=O)NCCc2ccc(F)cc2)s1
  18, ·, ·, i, ·, ·
- COCCCNC(=O)C[C@H]1C[C@H](C(=O)N2CCOCC2)[C@@]2(C)c3[nH]c4cc(CCC(=O)N(C)C)ccc4c3CCN2C1=O
  42, ·, ·, i, ·, ·
- COc1ccc2c(c1)OCC(O)(c1ccccc1)C2=O (configuration not stated)
  2, ·, ·, i, ·, ·
- CCN(C(=O)COC(=O)c1c2c(nc3ccccc13)CCC2)c1c(N)n(Cc2ccccc2)c(=O)[nH]c1=O
  5, ·, ·, i, ·, ·
- COC(=O)c1cc(NC2c3ccccc3C(=O)N2Cc2ccco2)cc(C(=O)OC)c1 (configuration not stated)
  1, ·, ·, i, ·, -2

Random excerpt: 3 entries already listed.
Below each compound – DYRK1A inh, GSK3beta inhib, PolyA inh, KCNK3 block, HDAC3 inh, GSK3 alpha inh
- O=C(C1CC=CCC1)N1CCN(S(=O)(=O)c2ccc(F)cc2)CC1 (configuration not stated)
  -1, ·, ·, i, ·, ·
- CC(=O)c1ccc(N2CCN(C(=O)c3ccc(Cl)c(S(=O)(=O)NC4CC4)c3)CC2)c(F)c1
  -3, ·, ·, i, ·, ·
- Cc1ccc(S(=O)(=O)N2CCC(=O)CC2c2ccccc2)cc1 (configuration not stated)
  1, ·, ·, i, ·, ·

Next part
Below each compound – DYRK1A inh, GSK3beta inhib, PolyA inh, KCNK3 block, HDAC3 inh, GSK3 alpha inh
- CCOc1ccc(NC(=O)CSc2nnc(Cn3c(=O)sc4ccccc43)n2C)cc1
  -3, ·, ·, i, -6, ·
- CC1Cc2ccccc2N1C(=O)C1CCCN(S(=O)(=O)c2cccc3cccnc23)C1 (configuration not stated)
  -5, ·, ·, i, -1, ·
- CN(C(=O)CSc1nnc(Cc2cccc3ccccc23)n1N)C1CCS(=O)(=O)C1 (configuration not stated)
  -3, ·, ·, i, 6, ·
- COc1ccc(NC(=O)C2CCCN2S(=O)(=O)c2ccc3c(c2)CCC(=O)N3)c(OC)c1 (configuration not stated)
  6, ·, ·, i, 3, ·
- COc1cccc(-n2c(Cc3cc(=O)[nH]c(=O)[nH]3)nnc2SCC(=O)N2CCCCCC2)c1
  -3, ·, ·, i, -13, ·
- O=C1CCc2cc(S(=O)(=O)N3CCCC3C(=O)N3CCN(c4ccccc4F)CC3)ccc2N1 (configuration not stated)
  -2, ·, ·, i, 14, ·
- COc1cc(C(c2c(C)[nH][nH]c2=O)c2c(C)[nH][nH]c2=O)ccc1OC(=O)c1cccc([N+](=O)[O-])c1
  3, ·, ·, i, 10, ·
- O=C1NCCCCC1NC1CC(=O)N(c2ccccc2)C1=O (configuration not stated)
  -3, ·, ·, i, 5, ·
- CCOc1ccc2nc(NC(=O)C3CCCN(S(=O)(=O)c4c(C)noc4C)C3)sc2c1 (configuration not stated)
  40, ·, ·, i, 17, ·
- COCCCNC(=O)C(=O)N/N=C/c1ccc(OCC(=O)Nc2cccc(Cl)c2C)c(OC)c1
  0, ·, ·, i, -2, ·
- Cc1csc(NC(=O)CSc2nnc(Cn3c(=O)sc4ccccc43)n2-c2ccccc2)n1
  6, ·, ·, i, 2, ·
- Clc1ccc(-c2cnc(Oc3ccccc3)nc2)cc1
  3, 1, i, i, ·, ·
- O=C(CN1CCN(S(=O)(=O)c2ccc(Br)cc2)CC1)Nc1ccc2c(c1)OCO2
  0, 0, i, i, ·, ·
- N#C/C(=C\c1ccc(N2CCOCC2)o1)c1nc2ccccc2[nH]1
  14, -20, i, i, ·, ·
- COc1ccc(NC(=O)CN2CCN(S(=O)(=O)c3ccc(C(C)C)cc3)CC2)cc1OC
  -1, -1, i, i, ·, ·
- COc1ccccc1-n1nnnc1S(=O)(=O)Cc1ccc(Cl)cc1
  2, 4, i, i, ·, ·
- Cc1cccc(Oc2sc(C(=O)c3ccccc3)c(N)c2C#N)c1
  2, -4, i, i, ·, ·
- Cc1cc(C(F)(F)F)c(C#N)c(N2CCOCC2)n1
  -6, 5, i, i, ·, ·
- O=S(=O)(NCC1CCCO1)c1cc(Br)c(Br)s1 (configuration not stated)
  5, -6, i, i, ·, ·
- O=c1c2ccccc2nnn1CSc1ncnc2ccccc12
  0, 4, i, i, ·, ·
- CC(CCc1ccccc1)NC(=O)CCNS(=O)(=O)c1ccccc1C(F)(F)F (configuration not stated)
  -6, ·, ·, i, -1, 1
- COc1ccc(C2CC(c3c(O)cc(C)oc3=O)=NCCS2)c(OC)c1 (configuration not stated)
  -1, ·, ·, i, 7, 7
- O=C(O)c1cc([N+](=O)[O-])ccc1NCc1ccccn1
  2, ·, ·, i, -5, 3
- Cc1cc(SCC(=O)N2CCN(C(=O)c3ccco3)CC2)c(C)cc1Br
  11, ·, ·, i, 1, -3
- O=C(Cn1cnc2c(OCc3ccccc3)ncnc21)NCc1ccc2[nH]ccc2c1
  1, ·, ·, i, 4, -1
- CN(C(=O)c1cccc(NC(=O)C2CCN(C(=O)OC(C)(C)C)CC2)c1)C1CCCCC1
  3, ·, ·, i, 2, -2
- CCOC(=O)Cc1cn(C(=O)OC(C)(C)C)c2ccccc12
  7, ·, ·, i, 5, -2
- CC(C)(C)OC(=O)C[C@H]1C/C=C\C[C@@H](CC(=O)N[C@H](CO)Cc2ccccc2)C(=O)NCCOC1=O
  -3, ·, ·, i, -1, -3
- COC(=O)[C@]1(C)N[C@H](CN(C)C(=O)NC(C)C)[C@@H]2C(=O)N(Cc3ccccc3)C(=O)[C@@H]21
  4, ·, ·, i, -1, -6
- Cn1c(N)c(C(=O)CSc2nnc(C3CC3)n2-c2ccccc2)c(=O)n(C)c1=O
  1, ·, ·, i, 1, 0

Single records (already shown). Order of screens: DYRK1A inh, GSK3beta inhib, PolyA inh, KCNK3 block, HDAC3 inh, GSK3 alpha inh
Listed for COc1cccc(-n2c(Cc3cc(=O)[nH]c(=O)[nH]3)nnc2SCC(=O)N2CCCCCC2)c1 = -3, ·, ·, i, -13, ·
Listed for O=C(O)c1cc([N+](=O)[O-])ccc1NCc1ccccn1 = 2, ·, ·, i, -5, 3
Listed for Cc1cc(SCC(=O)N2CCN(C(=O)c3ccco3)CC2)c(C)cc1Br = 11, ·, ·, i, 1, -3

Molecules listed so far that have a CF3 group (two):
Below each compound – DYRK1A inh, GSK3beta inhib, PolyA inh, KCNK3 block, HDAC3 inh, GSK3 alpha inh
- Cc1cc(C(F)(F)F)c(C#N)c(N2CCOCC2)n1
  -6, 5, i, i, ·, ·
- CC(CCc1ccccc1)NC(=O)CCNS(=O)(=O)c1ccccc1C(F)(F)F (configuration not stated)
  -6, ·, ·, i, -1, 1

(list continues)
Below each compound – DYRK1A inh, GSK3beta inhib, PolyA inh, KCNK3 block, HDAC3 inh, GSK3 alpha inh
- O=C(c1ccco1)N1CCN(C(=O)c2cn(-c3ccccc3)nc2-c2ccccc2)CC1
  0, ·, ·, i, 3, 1
- CC1CCCN(S(=O)(=O)c2cccc(C(=O)NCC3CCCO3)c2)C1 (configuration not stated)
  -1, ·, ·, i, 0, 1
- CCn1nnc2cc(C(=O)Nc3cc(Cl)ccc3C)ccc21
  -1, ·, ·, i, 9, 1
- Cc1ccc2c(c1)C(=O)C(=O)N2Cc1ccccc1
  -1, ·, ·, i, 1, -6
- CCCn1nnc(NC(=S)NC(=O)c2ccccc2OC)n1
  -2, ·, ·, i, 1, -1
- COc1cccc(/C=N/NC(=O)c2cc(-c3ccccn3)nc3ccccc23)c1O
  7, ·, ·, i, 14, -1
- O=S(=O)(N/N=C1\CCCc2ccccc21)c1ccccc1
  0, ·, ·, i, 6, -3
- O=C(COC(=O)COc1ccc(Br)cc1)Nc1ccc2c(c1)OCCO2
  5, ·, ·, i, 0, -6
- Cc1ccc(S(=O)(=O)N2CCOCC2)cc1NC(=O)CSc1nnc2n1CCCCC2
  6, ·, ·, i, 0, 1
- COc1cccc(/C=N/n2nnc3c(cnn3-c3ccccc3)c2=O)c1
  -9, ·, ·, i, -2, -1
- COCCn1c(C)cc(C(=O)CN2C(=O)NC3(CCCCCC3)C2=O)c1C
  -6, ·, ·, i, 2, -6
- O=C(NCCN1CCN(c2ccccc2)CC1)C1(S(=O)(=O)c2ccc(Cl)cc2)CC1
  5, ·, ·, i, 2, -5
- CC(C)Nc1nnc(SCC(=O)N2CCN(C(=O)c3ccco3)CC2)s1
  -1, ·, ·, i, 7, -2

KCNK3 block, hit marks shown above
Below each compound – DYRK1A inh, GSK3beta inhib, PolyA inh, KCNK3 block, HDAC3 inh, GSK3 alpha inh
- Oc1cccc(C=NN=C2c3ccccc3-c3ccccc32)c1
  -2, ·, ·, -9*, ·, ·

Bioassay records (PubChem)

Only part of the results is shown. The share of hits here may be higher or lower than overall.
